CCR6 antagonist = CCR6 receptor antagonists, primary screen, cell-based, CHO-K1, luminescence, beta-arrestin, uHTS. C-C chemokine receptor type 6 (Homo sapiens), P51684. CHO-K1 CCR6 PathHunter beta-arrestin, CCL20-stimulated. inhibition, % at 20 µM. 340,000 compounds, 0.49% hits;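 active = compounds whose inhibition of the agonist-driven luminescence signal at 20 µM reaches about 50%, limit read from the data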;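 also: cells stimulated with CCL20 at 14 nM final; plate controls were DMSO with CCL20 for no effect and DMSO without agonist for full effect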
Target sequence (P51684 whole entry, looked up): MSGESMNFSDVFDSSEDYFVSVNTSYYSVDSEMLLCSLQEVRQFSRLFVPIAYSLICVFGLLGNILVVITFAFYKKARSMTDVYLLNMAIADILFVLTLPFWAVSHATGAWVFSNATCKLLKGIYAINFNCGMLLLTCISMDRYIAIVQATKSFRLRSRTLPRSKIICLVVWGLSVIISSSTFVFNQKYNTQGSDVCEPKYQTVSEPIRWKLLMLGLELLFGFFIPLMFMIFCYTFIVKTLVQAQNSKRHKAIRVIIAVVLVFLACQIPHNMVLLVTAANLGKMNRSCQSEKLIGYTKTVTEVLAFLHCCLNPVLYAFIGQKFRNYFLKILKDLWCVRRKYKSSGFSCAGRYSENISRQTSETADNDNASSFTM
Jurkat NFkB inh = inhibitors of induced NF-kB luciferase reporter, primary screen, TCR NF-kB activation inhibitor project, cell-based, luminescence, uHTS. Jurkat, PMA/ionomycin-induced NF-kB luciferase reporter. inhibition, % at 4 µM. 330,000 compounds, 0.53% hits; in the data active = inhibition above about 50%
CHOP UPR activ = activators of apoptotic CHOP UPR arm, primary screen, cell-based, CHO-CHOP luciferase reporter, luminescence, uHTS; UPR activation; percent of tunicamycin response over DMSO baseline; activation, % at 10 µM; 330,000 compounds, 0.34% hits;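 active = at 10 µM dose, activation of 40% or more, normalized to positive control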;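 also: 100% = tunicamycin at 10 µg/mL and 0% = DMSO alone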
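Evaluation: % reporter activation, DMSO baseline versus tunicamycin full activation; System: CHO-CHOP luciferase reporter cell line; Input: 500 cells/well; Incubation: 6 h compound treatment, 37 °C; Measured by: Steady-Glo luciferase luminescence; Dosing: one dose, 10 µM in 0.5% DMSO; Buffer or medium: F12 medium, 10% FBS; Benchmarks: positive tunicamycin 10 µg/mL, negative DMSO alone.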
XBP1 UPR activ = activators of adaptive XBP1 UPR arm, primary screen, cell-based, CHO-XBP1 luciferase reporter, luminescence, uHTS; IRE1-XBP1 UPR activation; percent of tunicamycin response, DMSO as zero; activation, % at 20 µM; 330,000 compounds, 0.33% hits;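 active = versus positive control, 20 µM dose yields 30% or more activation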;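 also: 100% = tunicamycin at 10 µg/mL and 0% = DMSO only wells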
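Signal: luciferase luminescence; Assay system: CHO-XBP1 luciferase reporter cells; Amount: one thousand reporter cells per well; Dosing: 20 µM single concentration, DMSO 1%; Benchmarks: high control tunicamycin 10 µg/mL final, low control DMSO vehicle only; Schedule: 6 h compound exposure at 37 °C, 5% CO2; Evaluation: percent activation relative to tunicamycin reference.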
Mdm2-MdmX inh = inhibitors of human Mdm2-MdmX association, primary screen, cell-based, luminescence, split luciferase, SaOS-2, uHTS. SaOS-2 split-luciferase Mdm2/MdmX complementation. AID 485346, 2010. 330,000 compounds, 3% hits. inhibition, % at 8 µM. Protein Mdm4 (Homo sapiens) + E3 ubiquitin-protein ligase Mdm2 (Homo sapiens), …;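 active = inhibition of at least 50% at 8 µM in the primary screen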
EBI2 block = EBI2 receptor antagonists, beta-arrestin recruitment, primary screen, cell-based, luminescence, 7a,25-OHC stimulation, uHTS | 7a,25-OHC stimulated | G-protein coupled receptor 183 (Homo sapiens), P32249 | 360,000 compounds, 0.81% hits | inhibition, % at 5 µM; in the data active = inhibition above about 38%;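 also: enzyme fragment complementation signal reports receptor beta-arrestin coupling in cells; 0% = agonist plus DMSO wells and 100% = wells without agonist; some results beyond the cut were filed as inactive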
Target sequence (P32249 whole entry, looked up, the tested form may be a part): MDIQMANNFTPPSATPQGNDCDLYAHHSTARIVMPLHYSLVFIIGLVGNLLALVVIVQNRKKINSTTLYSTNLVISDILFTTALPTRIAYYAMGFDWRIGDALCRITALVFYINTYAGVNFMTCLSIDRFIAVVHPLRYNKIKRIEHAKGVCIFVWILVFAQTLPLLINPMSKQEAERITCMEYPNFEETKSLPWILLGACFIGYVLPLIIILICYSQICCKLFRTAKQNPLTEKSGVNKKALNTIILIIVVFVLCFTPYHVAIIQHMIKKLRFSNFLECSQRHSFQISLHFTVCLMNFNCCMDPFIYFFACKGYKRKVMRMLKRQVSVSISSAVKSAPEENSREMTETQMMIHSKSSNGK
CXCR6 block = CXCR6 receptor inhibitors, primary screen, cell-based, beta-arrestin, luminescence, CHO-K1 PathHunter, 1536-well | 360,000 compounds, 0.36% hits | C-X-C chemokine receptor type 6 (Homo sapiens), O00574 | inhibition, % at 20 µM; in the data active = inhibition above about 34%, passing the limit was not always enough;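 also: antagonist mode with CXCL16 agonist at 10 nM final; 0% = 10 nM CXCL16 with DMSO and 100% = unstimulated wells without agonist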
Target sequence (O00574 whole entry, looked up): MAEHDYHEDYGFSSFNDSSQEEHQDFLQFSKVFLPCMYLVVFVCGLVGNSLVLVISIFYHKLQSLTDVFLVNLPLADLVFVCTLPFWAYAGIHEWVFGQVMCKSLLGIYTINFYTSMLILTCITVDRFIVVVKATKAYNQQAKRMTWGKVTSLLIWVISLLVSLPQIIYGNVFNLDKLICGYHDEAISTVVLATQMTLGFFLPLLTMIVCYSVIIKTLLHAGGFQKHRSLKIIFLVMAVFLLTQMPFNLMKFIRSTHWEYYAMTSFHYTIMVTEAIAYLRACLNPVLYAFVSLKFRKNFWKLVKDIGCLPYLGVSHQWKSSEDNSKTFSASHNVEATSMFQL
Gli-Sufu antag = Gli-Sufu pathway antagonists, primary screen, luciferase luminescence, Sufu-KO-LIGHT cells, uHTS | inhibition, % at 5 µM | 340,000 compounds, 0.74% hits | Sufu-KO-LIGHT fibroblasts, Gli luciferase reporter luminescence | AID 588413, 2011;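 active = inhibition above about 55%, limit read from the data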;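 also: 0% = DMSO-treated cells and 100% = wells with medium but no cells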
697 NFkB inh = inhibitors of PMA/ionomycin-induced NF-kB reporter, 697 cells, primary screen, B-cell NF-kB inhibitor project, cell-based, luminescence, uHTS | 330,000 compounds, 0.33% hits | inhibition, % at 4 µM | 697 B-cell NF-kB luciferase reporter, 16 h; in the data active = inhibition above about 35%
Active calls of the source: *; / = no result given; & = joins results of further samples.

SMILES | CCR6 antagonist | Jurkat NFkB inh | CHOP UPR activ | XBP1 UPR activ | Mdm2-MdmX inh | EBI2 block | CXCR6 block | Gli-Sufu antag | 697 NFkB inh
O=C(C(Cc1ccccc1)n1cccc1)N1CCN(c2ccccc2)CC1 (stereo not drawn) | 24.9 | -13.5 | 0.7 | 0.0 | -34.6 | 8.5 | 3.3 | -3.4 | -37.2
O=C(Cn1cnc2cc([N+](=O)[O-])ccc2c1=O)Nc1ccccc1Cl | -22.0 | 7.9 | 1.2 | -2.6 | 7.6 | -24.8 | -10.1 | -16.1 | 8.1
Cc1ccc(Cn2c(N/N=C/c3ccncc3)nc3c2c(=O)n(C)c(=O)n3C)cc1 | 14.6 | -11.1 | 3.0 | 4.6 | 18.6 | 4.1 | -0.1 | 3.9 | 2.1
O=C(Cc1ccccc1)NN=C1CCCC1 | -6.8 | / | / | / | / | 4.0 | 2.1 | 4.7 | /
COc1ccccc1C(=O)NCCC(=O)N1CCN(c2ccc(C(F)(F)F)cn2)CC1 | 8.9 | 13.7 | -0.5 | -1.1 | 10.4 | 2.6 | -1.0 | 16.3 | 8.0
O=C(N/N=C/c1c(O)ccc2ccccc12)c1cccnc1 | 4.5 | 12.5 | -2.3 | -0.1 | 69.6* | 3.1 | -2.4 | 68.3* | -0.9
CS/C(=N\S(=O)(=O)c1cccs1)Nc1ccc(N2CCOCC2)cc1 | 0.6 | 13.9 | 0.5 | -2.8 | -13.1 | -6.7&-18.9 | 0.6&-4.9 | 5.3 | -2.8
COc1ccc(OC)c(S(=O)(=O)CC(=O)c2cc3ccc(OC)cc3oc2=O)c1 | 10.7 | -0.8 | -1.1 | -4.6 | -17.0 | -1.2 | 0.0 | 4.4 | -7.2
CCCCP(=O)(CCCC)CCP(=O)(c1ccccc1)c1ccccc1 | 1.2 | -0.4 | 3.4 | -1.1 | -20.2 | -3.9 | -2.9 | -2.8 | 12.8
COc1ccc2c(c1)Sc1ccccc1N2 | -11.8 | / | / | / | / | -2.2 | -12.2 | 18.4 | /
CCc1nc(SCC(=O)N2CCN(C(=O)c3ccco3)CC2)c2c3c(sc2n1)CCCC3 | 14.1 | -21.8 | 2.0 | -1.3 | 31.3 | 18.0 | 8.5 | 23.6 | -39.0
COc1ccc(CNc2nc3nc(C)cc(C)n3n2)cc1 | -2.3 | -21.1 | 2.8 | -0.2 | -3.0 | 1.9 | 2.5 | -7.9 | -13.9
Cc1cc(C)nc(SCC(=O)N(C)CC(=O)Nc2c(Cl)cccc2Cl)n1 | 4.6 | -4.9 | -0.9 | -3.2 | 9.3 | -0.8 | 3.9 | -13.7 | -6.6
Cc1nc2n[nH]c(N)c2c2c1COC(C)(C)C2 | 2.6 | -10.2 | -3.1 | -1.4 | 21.8 | -10.3 | -2.4 | -2.5 | 2.9
O=C(NCc1nc2ccccc2[nH]1)c1cccc(S(=O)(=O)N2CCCCC2)c1 | 6.1 | 15.0 | 1.0 | -0.4 | -0.5 | 0.3 | -4.8 | -7.2 | 4.8
O=C(O)CN1C(=O)C2C3C=CC(C2C1=O)C1C(=O)N(CC(=O)O)C(=O)C31 (stereo not drawn) | -13.7 | 8.1 | -0.1 | -2.4 | 5.5 | -10.8 | 4.9 | -14.1 | 14.1
COc1ccc(N2C(=O)CCC2=O)c(OC)c1 | -3.9 | -12.6 | 0.3 | -1.8 | 23.3 | -0.4 | 1.5 | 8.4 | 5.9
COc1cccc(-c2c(C(=O)O)cc(O)c3ccc(OC)cc23)c1 | 0.4 | / | / | / | / | -1.3 | -7.8 | -1.0 | /
Cc1ccccc1NC(=O)c1ccc2ccccc2c1 | 11.9 | -50.7 | 3.9 | -2.4 | -101.1 | 3.4 | 6.3 | -53.3 | -40.5
Cc1ccc(-c2noc(CCC(N)=O)n2)cc1 | 2.1 | 3.4 | 1.0 | 1.9 | -10.8 | -4.3 | 3.8 | 2.0 | 15.0

Looked up by compound from above:
SMILES | CCR6 antagonist | Jurkat NFkB inh | CHOP UPR activ | XBP1 UPR activ | Mdm2-MdmX inh | EBI2 block | CXCR6 block | Gli-Sufu antag | 697 NFkB inh
O=C(NCc1nc2ccccc2[nH]1)c1cccc(S(=O)(=O)N2CCCCC2)c1 | 6.1 | 15.0 | 1.0 | -0.4 | -0.5 | 0.3 | -4.8 | -7.2 | 4.8
Cc1ccc(-c2noc(CCC(N)=O)n2)cc1 | 2.1 | 3.4 | 1.0 | 1.9 | -10.8 | -4.3 | 3.8 | 2.0 | 15.0
Cc1ccccc1NC(=O)c1ccc2ccccc2c1 | 11.9 | -50.7 | 3.9 | -2.4 | -101.1 | 3.4 | 6.3 | -53.3 | -40.5
COc1ccc(CNc2nc3nc(C)cc(C)n3n2)cc1 | -2.3 | -21.1 | 2.8 | -0.2 | -3.0 | 1.9 | 2.5 | -7.9 | -13.9

Continued.
SMILES | CCR6 antagonist | Jurkat NFkB inh | CHOP UPR activ | XBP1 UPR activ | Mdm2-MdmX inh | EBI2 block | CXCR6 block | Gli-Sufu antag | 697 NFkB inh
CSc1ncc(Cl)c(C(=O)NCc2cccnc2)n1 | 9.7 | 16.9 | 1.1 | 3.8 | -7.1 | 10.4 | -2.9 | 30.3 | -2.3
Cc1nc(NC(=O)COC(=O)c2ccc(S(=O)(=O)N3CCc4ccccc4C3)cc2)c(Cl)cc1Cl | 9.7 | 3.2 | -3.4 | -1.6 | 8.9 | -5.2 | 6.6 | -10.7 | 6.4
C/C(=N\NC(=O)c1ccc(N(C)C)cc1)c1ccc(C)cc1C | 10.1 | -6.2 | -0.9 | -4.0 | -2.2 | 0.3 | -1.0 | -3.9 | 6.9
CCOC(=O)c1c(NC(=O)c2ccc(N3C(=O)[C@@H]4[C@H](C3=O)[C@H]3C=C[C@@H]4C3)cc2)sc2c1CCCC2 | -1.7 | 4.3 | 0.2 | -4.3 | 11.0 | 29.4 | 0.3 | 23.7 | 7.2
Cc1nn(C)c(C)c1/C=C(/C(=O)C(C)(C)C)n1cncn1 | -4.3 | 27.3 | 1.6 | -4.5 | 15.3 | 0.6 | -6.7 | 0.1 | -12.7
COc1ccc(CNC(=O)C2CCCN2S(=O)(=O)c2ccc(F)cc2)cc1 (stereo not drawn) | -4.9 | -7.2 | 0.1 | -3.1 | -11.0 | -0.6 | -0.5 | -0.5 | 0.3
CCN(CC(=O)Nc1cccc(OC)c1)c1ncnc2sc(C)c(C)c12 | 15.1 | 19.5 | -2.5 | -0.1 | 12.3 | -5.4 | -2.4 | 10.6 | -1.2
CC1=Nc2ccccc2N=C(NC(=O)CN2CCN(c3ccccc3)CC2)C1c1ccccc1 (stereo not drawn) | 13.2 | -7.6 | 0.2 | -1.3 | -3.5 | 10.8 | -0.2 | 6.2 | -30.5
CCOC(=O)c1cnc(SCC(=O)Nc2cc(OC)cc(OC)c2)nc1N | 12.3 | 24.6 | 0.6 | -4.3 | 33.5 | -5.2 | -0.3 | 6.4 | 1.5
CCOC(=O)c1sc(NC(=O)COc2ncnc3ccccc23)c(C(=O)OCC)c1C | 3.6 | -3.8 | -3.0 | -1.4 | 9.8 | 7.9 | 0.1 | 5.0 | -12.9
CC(C)c1csc(CN2CCN(Cc3ccc(F)c(F)c3)C(CCO)C2)n1 (stereo not drawn) | 6.8 | -4.9 | 1.6 | 0.3 | 15.1 | 1.3 | 6.3 | 11.2 | -0.5
O=C(c1cccs1)N1CCN(Cc2cccc([N+](=O)[O-])c2)CC1 | 6.8 | 5.8 | 1.8 | 0.2 | 12.4 | -14.9 | 5.8 | 6.0 | -22.7
Cc1ccc(C=NNc2ccc([N+](=O)[O-])cn2)cc1 | 20.3 | / | / | / | / | -3.7 | -0.4 | -113.9 | /
COc1cc(NC(=O)COc2cccc3c2OC(C)(C)C3)cc(OC)c1OC | -1.2 | 21.9 | 5.6 | 0.8 | -0.2 | -0.6 | -15.9 | 36.9 | -7.9
COc1cc(CN(C)CC(=O)c2[nH]c(C)c(C(C)=O)c2C)ccc1OC(F)F | -1.6 | 19.3 | 6.3 | -3.2 | 22.5 | -1.1 | -9.0 | 42.3 | -2.7
CCN(Cc1ccncc1)C(=O)c1ccc2c(c1)S(=O)(=O)c1ccccc1C2=O | -5.2 | -8.2 | 0.3 | 3.8 | 3.2 | -8.5 | -14.6 | -2.0 | -13.8
O=C(Nc1nnc(SCc2cccnc2)s1)C1CC(=O)N(c2ccccc2)C1 (stereo not drawn) | -17.4 | 10.2 | 1.6 | -4.0 | 30.5 | 3.2 | -5.3 | -0.1 | 9.7
Cc1cc(C)nc(NC2=N[C@@H]3CCCC[C@H]3N2C(=O)Nc2cc(Cl)cc(Cl)c2)n1 | 13.9 | / | / | / | / | -6.9 | -11.7 | 1.9 | /
C[C@H](CO)N1C[C@H](C)[C@@H](CN(C)CC2CCCCC2)Oc2c(NS(=O)(=O)c3cn(C)cn3)cccc2C1=O | 6.2 | -8.5 | -0.5 | -2.0 | 9.8 | -22.3 | 14.5 | -0.8 | 2.1
Cc1cccc(C)c1NC(=O)COC(=O)c1ccc2c(c1)OCO2 | 6.1 | -14.9 | 1.0 | 3.3 | -8.1 | -13.6 | 6.4 | -8.7 | -12.5
COc1cccc(CNC(=O)C2CCC(CNc3nc(=S)[nH]c4ccccc34)CC2)c1 (stereo not drawn) | 15.8 | 11.7 | -0.1 | 3.6 | 61.1* | 9.1 | 10.1 | 11.1 | -11.7
CCCc1nn2c(=O)cc(O)nc2s1 | -7.3 | -7.6 | -0.3 | -0.9 | 16.8 | -3.7 | -0.9 | -5.7 | -38.5
FC(F)(F)c1cc(-c2ccccc2)nc2nc(N3CCOCC3)sc12 | -1.2 | 8.5 | 1.3 | -0.6 | 25.0 | 19.9 | -10.1 | 1.4 | -6.8
CC(C)OC(=O)c1ccc(N)cc1 | 2.0 | -8.8 | -0.9 | -1.6 | 5.5 | -15.5 | 1.2 | -2.5 | 7.9
Cc1ccc(S(=O)(=O)N2CCN(C(=O)COC(=O)c3cncc(Br)c3)CC2)c(C)c1 | 7.3 | 1.1 | -0.4 | -4.2 | -1.2 | -7.2 | 7.0 | 1.5 | 1.4
COc1ccccc1NC(=O)CCC(=O)OCc1cccc([N+](=O)[O-])c1 | 2.9 | -8.2 | -0.2 | -0.4 | -13.7 | -0.6 | 0.0 | 0.2 | -13.6
N#CCCn1c(Cl)nc2ccccc21 | 8.4 | -20.6 | -2.8 | 0.6 | 19.2 | -1.7 | -0.7 | -3.2 | 3.4
Cn1cnc([N+](=O)[O-])c1Sc1nc2ccccc2[nH]1 | 2.3 | -12.4 | 1.2 | 0.5 | 8.8 | 3.6 | 1.9 | 9.1 | 26.7
CCOc1ccc2[nH]c(C)c(CN3CCCCC3)c(=O)c2c1 | 10.7 | -3.0 | -0.7 | 0.0 | 23.3 | -5.4 | 1.3 | -5.3 | 7.8

From PubChem
